# MsrA inhibitor = bovine MsrA inhibition; purified bovine MsrA, absorbance read-out; inhibition, % at 15.5 µM; 360,000 tested, 0.75% active; in the data active = inhibition above about 4.5%;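 also: 0% = vehicle wells with enzyme and 100% = reference inhibitor wells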
# SUMO1-SIM PPI = SUMO1-SIM interaction modulation; inhibition, % at 20 µM; P63165; SUMO1 binding to a labelled peptide, TR-FRET, 1 h; 360,000 tested, 0.33% active; in the data active = inhibition above about 37%
# Target sequence (P63165 whole entry, looked up): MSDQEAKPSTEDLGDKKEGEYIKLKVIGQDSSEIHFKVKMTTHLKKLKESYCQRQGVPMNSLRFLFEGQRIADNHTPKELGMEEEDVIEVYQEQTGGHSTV
# Scp1 inh = Scp-1 (human) phosphatase inhibition; Recombinant Scp1, phosphopeptide, malachite green phosphate absorbance; inhibition, % at 20 µM; 340,000 tested, 0.88% active; AID 493091;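 active = inhibition above about 50% at 20 µM, limit read from the data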;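 also: plate controls were DMSO wells with enzyme for no effect and wells lacking enzyme for full effect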
# Target sequence (Q9GZU7 76-261 limits assumed): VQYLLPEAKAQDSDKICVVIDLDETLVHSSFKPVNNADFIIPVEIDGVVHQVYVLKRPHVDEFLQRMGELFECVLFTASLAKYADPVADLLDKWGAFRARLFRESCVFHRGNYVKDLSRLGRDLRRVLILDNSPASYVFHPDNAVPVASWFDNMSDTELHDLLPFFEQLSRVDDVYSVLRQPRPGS
#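 Test system: SCP-1 phosphatase catalytic domain, residues 76-261; measured by: colorimetric phosphate reagent with accelerator and stabiliser, absorbance at 630 nm; timing: enzyme reaction 45 min at room temperature, colour 5 min, stabilisation 30 min; also added: Phosphorylated 17-residue peptide substrate; compound dosing: one concentration, 20 µM, with 1.0% DMSO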
# bovine MsrA act = bovine methionine sulfoxide reductase A activation; purified bovine MsrA, absorbance read-out; activation, % at 10.6 µM; 360,000 tested, 0.3% active; in the data active = activation above about 7.5%;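 also: 0% = vehicle and 100% = reference activator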
# DNMT1 block = blocks human DNA methyltransferase DNMT1 | P26358 | DNMT1 molecular beacon, Hinp1I cleavage, fluorescence | inhibition (reported as % activation of signal), % at 10 µM | 360,000 tested, 0.83% active | AID 588458; in the data active = inhibition above about 50%
# E coli Lon inh = E. coli protease La inhibition; P0A9M0; purified E. coli Lon protease, fluorescence polarization; inhibition, % at 7.94 µM; 360,000 tested, 0.42% active; in the data active = inhibition above about 13%, passing the limit was not always enough;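 also: 0% = enzyme with probe and DMSO and 100% = no enzyme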
# NRP1-CendR mod = alters CendR peptide binding to human NRP-1 | inhibition, % at 25 µM | 360,000 tested, 0.85% active | FAM-RPARPAR peptide binding to NRP-1, fluorescence polarization;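 active = inhibition or corrected inhibition above about 18%, plus a signal ratio from 0.5 to 1.5, limit read from the data, passing the limit was not always enough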; also: strong numbers were not always called active
# LMPTP inh = LMPTP (human) inhibition. recombinant LMPTP-A, OMFP fluorogenic substrate, fluorescence intensity. P24666. inhibition, % at 20 µM. 360,000 tested, 0.22% active;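 active = compounds that cut the enzyme signal by at least half of the control window in the single-dose screen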;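 also: plate controls were DMSO wells with enzyme plus substrate for no effect and substrate without enzyme for full effect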
# Target sequence (P24666 whole entry, looked up): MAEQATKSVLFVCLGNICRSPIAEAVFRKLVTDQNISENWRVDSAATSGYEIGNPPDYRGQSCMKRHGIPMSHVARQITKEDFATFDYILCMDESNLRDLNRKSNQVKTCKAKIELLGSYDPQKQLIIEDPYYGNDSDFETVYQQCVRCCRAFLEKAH
#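 Assay system: LMPTP-A, protein tyrosine phosphatase of low molecular weight / Medium: pH 6.0 Bis-Tris buffer with DTT and Triton X-100 / Schedule: 50 min enzyme reaction at room temperature, protected from light / Measured by: endpoint fluorescence intensity from OMFP dephosphorylation / Read-out basis: % inhibition relative to no-enzyme and uninhibited control wells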
# STEP inh = inhibitors of human striatal-enriched phosphatase STEP; P54829; recombinant STEP, OMFP fluorogenic substrate, fluorescence; inhibition, % at 20 µM; 360,000 tested, 0.25% active; AID 588621;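 active = inhibition at 20 µM, scaled per plate between control wells, above about 37%, limit read from the data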;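 also: 0% = DMSO with enzyme and substrate and 100% = substrate only without enzyme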
# Target sequence (P54829 whole entry, looked up): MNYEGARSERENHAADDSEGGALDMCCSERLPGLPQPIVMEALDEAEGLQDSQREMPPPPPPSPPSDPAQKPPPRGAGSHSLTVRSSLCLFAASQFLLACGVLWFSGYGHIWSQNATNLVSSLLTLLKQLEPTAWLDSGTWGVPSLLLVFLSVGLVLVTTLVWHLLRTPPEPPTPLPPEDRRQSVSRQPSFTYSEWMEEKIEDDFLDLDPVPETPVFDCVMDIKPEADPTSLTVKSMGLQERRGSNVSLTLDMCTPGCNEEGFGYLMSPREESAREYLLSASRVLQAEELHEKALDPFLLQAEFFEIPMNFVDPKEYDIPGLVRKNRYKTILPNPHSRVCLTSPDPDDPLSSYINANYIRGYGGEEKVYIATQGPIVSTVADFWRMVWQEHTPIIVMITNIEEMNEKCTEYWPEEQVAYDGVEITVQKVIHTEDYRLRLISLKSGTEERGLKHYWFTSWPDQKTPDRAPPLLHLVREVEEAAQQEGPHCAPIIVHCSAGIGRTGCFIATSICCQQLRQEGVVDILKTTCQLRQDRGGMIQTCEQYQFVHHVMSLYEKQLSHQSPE
#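 System: STEP phosphatase, cell-free reaction; Buffer or medium: Bis-Tris pH 6.0 buffer with DTT, detergent; Incubation: 20 min at room temperature, dark; Measured by: fluorescence, 480/540 nm.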
# Tb MetRS inh = blocks T. brucei methionyl-tRNA synthetase activity; 360,000 tested, 0.4% active; inhibition, % at 11.9 µM; AID 624268; purified T. brucei MetRS, ATP depletion, Kinase-Glo luminescence;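 active = inhibition above a per-plate cutoff of the control wells' mean inhibition plus 3 SD, cut at about 5.5% in these data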;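 also: 0% = DMSO wells median and 100% = median of wells with control inhibitor compound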
#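 System: purified T. brucei MetRS enzyme / Detection: Kinase-Glo luciferase luminescence reporting remaining unconsumed ATP / Medium: HEPES buffer with MgCl2, KCl, DTT, spermine, BSA, pyrophosphatase / Replication: singlicate, one well per compound / Evaluation: percent inhibition relative to median high and low control wells / Schedule: 2 h aminoacylation at 25 °C after 15 min preincubation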
# * = called active by the depositor; nt = no result given. Compounds were not picked by outcome, and some 4.3% of all compounds hit somewhere here.
MsrA inhibitor	SUMO1-SIM PPI	Scp1 inh	bovine MsrA act	DNMT1 block	E coli Lon inh	NRP1-CendR mod	LMPTP inh	STEP inh	Tb MetRS inh	canonical_smiles
1.1	0	-1	-11	8	0	1	-2.0	-3	-0.7	C/C(=N/NC(=O)c1ccc(C)nc1)c1ccc2c(c1)CCCC2
-0.1	13	nt	-1	1	8	-9	-0.4	2	-0.1	CC(C)Oc1ccc(F)cc1-c1cc(C(=O)NCc2cccs2)[nH]n1
-0.3	2	-12	-2	2	-7	-1	1.4	0	0.0	CSc1ccc(CNCc2ccco2)cc1
-1.6	-1	nt	-1	4	4	14	-2.8	2	-0.3	CC1(C(=O)NS(C)(=O)=O)CCN1C(=O)CC(c1ccccc1)c1ccccc1 (centres undefined)
-0.7	2	nt	-2	nt	1	-1	0.7	nt	0.3	Cc1cccc(COC[C@H](Cc2ccccc2)N2CCN(C(=O)c3cccc(Cl)c3)CCC2=O)c1
0.6	-1	-4	-2	14	-11	-7	-0.1	0	-0.2	COc1ccc(C(=O)COC(=O)c2c(C)noc2C)cc1Cl
-0.1	1	-12	0	0	3	16	-1.9	-3	1.0	O=C(O)c1cccc(S(=O)(=O)NCC2CCCO2)c1 (centres undefined)
1.3	-2	-5	-2	-1	-2	1	-2.0	-5	-0.3	O=C1CC(c2ccccc2)CC(O)=C1C=NCC1CCCO1 (centres undefined)
0.1	-1	5	-7	1	8	13	-0.4	-1	-0.4	COc1ccc(CCN2CC(C(=O)NCc3nc4ccccc4n3C)CCC2=O)cc1 (centres undefined)
-0.6	2	-4	-6	-1	-4	17	1.4	-3	-0.4	O=C(CNC(=O)c1ccccc1)OCc1nnc(-c2ccc(Cl)cc2)o1
-0.2	2	-8	-5	0	-4	4	-1.3	2	-0.3	Cc1ccc(C(=O)NC(C)c2ccncc2)o1 (centres undefined)
-1.1	0	-6	-2	-4	5	11	-0.2	-1	-0.2	CCOC(=O)[C@H]1[C@H]2COc3ccc(C)cc3[C@@H]2N2C(=O)c3ccccc3NC(=O)[C@@]12C
0.1	-15	nt	nt	nt	nt	1	-0.2	nt	-0.2	CC(C)(C)OC(=O)N1CCc2onc(-c3ccccc3[N+](=O)[O-])c2C1=O
2.3	31	63*	0	-8	1	-48	1.3	1	-0.1	O=C(O)COc1ccccc1/C=C1\SC(=S)N(/N=C/c2ccccc2O)C1=O
-0.1	2	1	-2	-2	4	15	-3.2	2	-0.8	Fc1ccccc1NC(=S)NC1CCCC1
-2.1	-3	-4	-4	2	-9	16	-2.0	4	0.6	CCCC(c1nnnn1C(C)(C)C)N1CCN(Cc2ccccc2)CC1 (centres undefined)
-0.6	2	6	-8	17	6	-2	-0.5	2	-0.7	COc1cc(NC(=O)Cn2c(=O)n(-c3cccc(C)c3)c(=O)c3c(C)c(C)sc32)cc(OC)c1
-0.2	0	0	-4	6	-1	5	-1.4	1	-0.6	Cc1nnsc1C(=O)Nc1ccc(Cl)cc1Cl
1.9	-33	-16	-2	-2	-15	5	2.1	0	-0.3	O=[N+]([O-])c1cccnc1Sc1ccc(Cl)cc1
0.7	0	nt	-7	nt	2	-14	-1.4	nt	-1.2	CCCCN1C(=O)C(CC(=O)NC2CCCC2)CC(C(=O)N2CCCCCC2)=C1C (centres undefined)
0.2	3	3	-2	1	-5	4	-0.8	-1	0.2	CC(C)CC1CCCCC1OC(=O)C[N+]1(C)CCCCC1 (centres undefined)
-1.5	0	-2	-2	0	-6	8	-0.3	-1	-0.6	O=P(Cc1cc(Br)cc(Br)c1OCCO)(c1ccccc1)c1ccccc1
0.1	-3	-5	2	9	-14	-5	-1.4	1	0.2	CC(C)NC(=O)NC(=O)COC(=O)CCOc1ccccc1
1.1	0	-8	-2	2	5	3	-0.8	1	-0.5	CCCCN(C(=O)CCC(=O)Nc1cc(C)on1)C(C(=O)NC1CCCC1)c1ccc(OCC)cc1 (centres undefined)
2.9	-28	-18	-3	2	-8	-1	0.9	0	0.2	O=C(CSc1nnnn1-c1ccc(O)cc1)c1cc2ccccc2o1
1.7	2	-8	1	-4	8	-5	0.2	8	0.6	CN(Cc1ccccc1)C(=O)c1nc2ccccn2c1CN1CCc2sccc2C1
4.2	-10	30	-3	-7	10	-12	2.9	0	1.0	O=C(N/N=C/C=C/c1ccccc1[N+](=O)[O-])c1cc(-c2ccccc2)n[nH]1
-1.3	-4	2	-6	6	3	-1	-1.7	0	0.4	O=C(C1=C[C@@H](c2coc3ccccc3c2=O)C[C@@H](OCc2ccc(CO)cc2)O1)N1CCOCC1
1.0	4	12	-6	3	2	12	-0.6	1	-2.1	CCc1cc(=O)oc2cc(OCC(=O)N3CC[C@@]4(O)CCCC[C@H]4C3)ccc12
-0.5	-3	-13	-3	1	1	-12	-2.3	-4	-0.6	CCOC(=O)Cc1nnc(NC(=O)CCc2ccccc2)s1

# Record cards, as listed above. Order of values: MsrA inhibitor | SUMO1-SIM PPI | Scp1 inh | bovine MsrA act | DNMT1 block | E coli Lon inh | NRP1-CendR mod | LMPTP inh | STEP inh | Tb MetRS inh
# CC1(C(=O)NS(C)(=O)=O)CCN1C(=O)CC(c1ccccc1)c1ccccc1 (centres undefined) in the list: -1.6 | -1 | nt | -1 | 4 | 4 | 14 | -2.8 | 2 | -0.3
# O=C1CC(c2ccccc2)CC(O)=C1C=NCC1CCCO1 (centres undefined) in the list: 1.3 | -2 | -5 | -2 | -1 | -2 | 1 | -2.0 | -5 | -0.3
# CN(Cc1ccccc1)C(=O)c1nc2ccccn2c1CN1CCc2sccc2C1 in the list: 1.7 | 2 | -8 | 1 | -4 | 8 | -5 | 0.2 | 8 | 0.6
# CCCCN(C(=O)CCC(=O)Nc1cc(C)on1)C(C(=O)NC1CCCC1)c1ccc(OCC)cc1 (centres undefined) in the list: 1.1 | 0 | -8 | -2 | 2 | 5 | 3 | -0.8 | 1 | -0.5

# Next section:
MsrA inhibitor	SUMO1-SIM PPI	Scp1 inh	bovine MsrA act	DNMT1 block	E coli Lon inh	NRP1-CendR mod	LMPTP inh	STEP inh	Tb MetRS inh	canonical_smiles
-2.3	4	-7	-4	6	-4	1	-3.4	1	-0.4	COc1ccc(-c2csc(NC(=S)NC(=O)c3ccco3)n2)cc1
0.3	2	-6	-3	-2	0	0	1.5	2	0.1	CN(Cc1c(F)cccc1Cl)S(=O)(=O)c1cccs1
0.7	0	0	-1	-4	-1	2	-3.2	0	-0.1	COc1ccc(CC(C)N2CCN(Cc3ccccc3)CC2)c(OC)c1 (centres undefined)
-0.3	1	-6	-3	0	-2	5	0.9	2	0.2	CCCOc1ccc(/C=N/NC(=O)C2CC2)c(OCCC)c1
4.5	-13	-10	-4	-2	4	-6	-1.8	2	-0.5	O=C(N/N=C/c1cccc(Oc2ccccc2)c1)c1cc[n+]([O-])cc1
-0.1	0	-6	-9	3	4	11	-0.7	-2	-0.9	COc1ccc(/C=N\NC(=O)c2cccc(Br)c2)c(OC)c1
2.2	4	-5	-1	-2	-4	-9	-0.5	-1	0.0	O=C(c1cccc(Oc2ccccc2)c1)N1CCOCC1
0.2	-4	-10	-7	1	5	4	-0.8	0	-1.3	O=C(Nc1ccccc1)C1CC=CCC1C(=O)OCC1CCCO1 (centres undefined)
-0.7	-4	0	4	30	-13	-88	4.5	-3	-0.3	COc1cc(/C=N\Nc2ccc([N+](=O)[O-])cc2)ccc1OCC(=O)Nc1ccc(C)c(C)c1
2.8	-3	-11	-4	-3	21*	0	-9.2	2	-0.3	CCOC(=O)C1CCCN(C(=O)c2ccc(S(=O)(=O)Nc3ccccc3OC)cc2)C1 (centres undefined)
-0.4	1	4	-4	6	0	2	-0.7	-2	-0.6	COC(=O)[C@@H](NCc1ccc(OC)c(B(O)O)c1)C(C)C
-0.1	2	-11	-3	1	-6	14	0.0	-1	-0.5	CCOc1ncccc1C(=O)OCC(=O)Nc1cccc(C(C)=O)c1
0.6	-1	-6	-7	-3	-4	-18	0.8	0	-0.8	CCOC(=O)/C=C(\C)N1N=C(c2ccccc2)CC1c1ccccc1 (centres undefined)
-1.0	4	-13	-2	-3	-3	-6	0.5	3	-0.2	O=C(COC(=O)c1nc(Cl)ccc1Cl)NCc1ccc(Cl)cc1
-0.8	0	-12	0	2	-1	18	-1.3	-3	-0.1	Cc1cc(C(=O)Nc2cc(S(C)(=O)=O)ccc2Cl)c(C)o1
-0.3	6	-2	-3	-2	9	-6	0.7	1	0.1	CC(=O)Nc1ccc(S(=O)(=O)N2CCN(c3nc4ccccc4n3CC(C)C)CC2)cc1
-1.1	-2	-7	-1	-4	-1	12	0.6	-1	0.1	CCn1nnnc1NCc1ccc(OCc2c(F)cccc2Cl)c(OC)c1
-0.3	-2	-8	-3	2	0	-13	-1.9	2	-0.3	CC(=O)Nc1sc(C)c(C)c1C(=O)OCC(=O)Nc1ccccc1
-0.3	3	-11	-1	0	8	12	0.2	-1	-0.3	Cc1ccc(S(=O)(=O)N2CCN(C(=O)C3CCCO3)CC2)cc1C (centres undefined)
1.4	-5	-9	0	-6	-2	6	3.4	2	-0.7	COc1ccc(-c2ccnc3nc(Sc4ncc(C(F)(F)F)cc4Cl)nn23)cc1
2.4	4	-2	-2	1	3	-3	3.0	0	-0.2	Cc1cc(=O)oc2c(C)c(OCC(=O)NC3CCN(Cc4ccccc4)CC3)ccc12
0.4	10	-8	-3	1	-3	1	0.1	0	0.1	Cc1ccc(C(=O)NC2CCN(CC(=O)Nc3c(C)cc(C)cc3C)CC2)cc1
0.7	1	0	-2	-5	0	-1	-1.6	-2	0.0	O=C(CN1CCN(S(=O)(=O)c2ccc(Cl)cc2)CC1)NC(=O)NC1CCCCC1
1.3	-4	0	-3	-2	7	24*	-2.9	2	-0.1	O=C(O)c1cc2ncc(CCO)cn2n1
0.3	-37	-8	-1	4	-2	17	-1.0	0	-0.3	COC(=O)c1ccc(S(=O)(=O)c2ccc([N+](=O)[O-])cc2)cc1
0.9	7	-15	0	16	-7	10	-0.3	0	0.4	CC(=O)OCC(=O)C12OC(C)(C)OC1CC1C3CC=C4CC(O)CCC4(C)C3CCC12C (centres undefined)
2.0	3	-11	-1	-2	-3	-12	2.1	1	0.1	O=C(CCN1CCOCC1)N/N=C/c1cc(Br)cc(Br)c1O
-0.6	1	0	7	-2	-1	-3	0.5	-1	-0.3	COc1ccc(OC)c(NC(=O)COC(=O)CCc2ccc(S(=O)(=O)N3CCOCC3)cc2)c1
-0.1	6	-5	-3	-1	3	0	0.0	-1	-0.4	CCOC(=O)c1c(NC(=O)COC(=O)c2nc(Cl)ccc2Cl)sc(C(=O)NC)c1C
-0.8	-5	0	-3	4	-5	-10	-0.1	0	-0.4	Cc1cc(C)nc(NC(=O)COc2cc(Cl)cc(Cl)c2)n1
-1.0	-2	-8	-10	7	-5	-2	-2.2	-2	-1.1	COc1ccccc1Oc1nnnn1-c1ccc(C(N)=O)cc1

# Screening data from PubChem.
